# Screening results from PubChem.
# FBA Mtb inh – inhibitors of M. tuberculosis fructose-bisphosphate aldolase; purified M. tuberculosis FBA, fluorescence read-out; inhibition, % at 1 µM; hit rate 2.3% among 360,000; AID 588726; in the data active = inhibition above about 27%;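 note: 0% = vehicle and 100% = reference inhibitor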
# Target sequence (P9WQA3 whole entry, looked up): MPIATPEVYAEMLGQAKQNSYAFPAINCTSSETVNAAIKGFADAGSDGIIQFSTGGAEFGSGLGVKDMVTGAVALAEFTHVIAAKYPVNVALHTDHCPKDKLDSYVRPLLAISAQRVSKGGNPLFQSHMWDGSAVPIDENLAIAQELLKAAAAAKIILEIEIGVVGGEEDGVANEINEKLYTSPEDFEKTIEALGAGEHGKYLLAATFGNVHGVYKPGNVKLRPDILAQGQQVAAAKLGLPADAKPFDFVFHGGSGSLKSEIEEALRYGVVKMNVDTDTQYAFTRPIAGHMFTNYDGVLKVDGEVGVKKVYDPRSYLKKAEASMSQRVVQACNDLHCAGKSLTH
# FadD28 binding – blocks FadD28 binding to the bisubstrate probe; fluorescence polarization; inhibition, % at 12.5 µM; hit rate 0.22% among 360,000; in the data active = inhibition above about 8.5%, passing the limit was not always enough; inconclusive = no clear call, values can overlap the other calls
# PfHsp40 rescue – restores yeast growth despite PfHsp40 toxicity | S. cerevisiae expressing PfHsp40, growth rescue, ATP luminescence | AID 504582 | hit rate 0.68% among 340,000 | growth rescue, % at 12.5 µM; in the data active = growth rescue above about 28%, passing the limit was not always enough; inconclusive = no clear call, values can overlap the other calls;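 note: yeast W303a lacking pdr1 and pdr3 grown in galactose medium; growth measured after three days at 30 °C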
# Anthrax LF inh2 – blocks Bacillus anthracis lethal factor protease; AID 588501; multiplex microsphere protease cleavage assay, LF; hit rate 0.12% among 360,000; P15917; inhibition, % at 10 µM; note: plate controls were buffer without enzyme for full effect and enzyme alone for no effect
# BoNT-A LC inh2 – BoNT A light chain protease inhibition; inhibition, % at 10 µM; hit rate 0.17% among 360,000; multiplex microsphere protease substrate cleavage, flow cytometry; AID 588499; note: plate controls were buffer without enzyme for full effect and enzyme alone for no effect
# Mtb UGM inh – Mtb UDP-galactopyranose mutase inhibition. hit rate 0.06% among 320,000. P9WIQ1. inhibition, % at 10 µM. purified UGM, fluorescence polarization probe displacement; in the data active = inhibition above about 10%, passing the limit was not always enough; inconclusive = no clear call, values can overlap the other calls
# Target sequence (P9WIQ1 whole entry, looked up): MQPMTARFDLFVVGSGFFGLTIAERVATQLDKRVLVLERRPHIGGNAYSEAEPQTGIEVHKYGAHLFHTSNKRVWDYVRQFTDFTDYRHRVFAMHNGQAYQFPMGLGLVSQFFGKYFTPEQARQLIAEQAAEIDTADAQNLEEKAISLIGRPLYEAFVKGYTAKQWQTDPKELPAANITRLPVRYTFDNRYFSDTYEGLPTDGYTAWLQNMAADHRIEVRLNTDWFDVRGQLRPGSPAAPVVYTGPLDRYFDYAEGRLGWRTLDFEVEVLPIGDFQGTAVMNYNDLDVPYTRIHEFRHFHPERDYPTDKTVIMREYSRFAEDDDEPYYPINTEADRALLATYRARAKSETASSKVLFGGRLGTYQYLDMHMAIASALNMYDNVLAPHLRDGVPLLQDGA
# Mtb BioA inh – BioA (M. tuberculosis) enzyme inhibition; purified M. tuberculosis BioA enzyme, plate reader; inhibition, % at 9.99 µM; hit rate 0.096% among 360,000; in the data active = inhibition above about 40%; inconclusive = no clear call, values can overlap the other calls
# BoNT-F LC inh – blocks Botulinum neurotoxin F light chain protease. AID 588497. inhibition, % at 10 µM. hit rate 0.22% among 360,000. Multiplex microsphere protease cleavage assay, flow cytometry; in the data active = inhibition above about 35%, passing the limit was not always enough; inconclusive = no clear call, values can overlap the other calls; note: plate controls were buffer without enzyme for full effect and enzyme alone for no effect
# GDH-TPI inh – counter-screen for M. tuberculosis FBA inhibitors: GDH-TPI coupled enzymes; GDH-TPI coupled enzyme counterscreen, NADH absorbance; inhibition, % at 4.8 µM; hit rate 1.2% among 360,000; in the data active = inhibition above about 30%;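 note: 0% = DMSO wells and 100% = wells lacking the enzyme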
# Active calls of the source: *; ? = inconclusive; . = not tested or not shown; + = active, no number. Cut-off read from the data, not from the text of the source, unless noted: active = inhibition above about 30%; inconclusive = no clear call, values can overlap the other calls; inactive = below that.
SMILES,FBA Mtb inh,FadD28 binding,PfHsp40 rescue,Anthrax LF inh2,BoNT-A LC inh2,Mtb UGM inh,Mtb BioA inh,BoNT-F LC inh,GDH-TPI inh
Cn1c(=O)cc(OCCCC(=O)N2CCN(c3ccccn3)CC2)c2ccccc21,-3.4,-4.5,1.5,0.6,?,-0.4,-2.1,4.4,-11.7
Cc1nc(C)c(/C(O)=C/c2nc3ccccc3oc2=O)s1,-4.5,-0.6,0.1,-0.1,0.0,-0.6,.,-1.2,11.3
COc1ccc(C(O)c2cnc(C)n2Cc2ccccc2)cc1 (configuration not stated),4.2,-0.9,.,0.1,-0.2,.,0.2,-0.7,16.9
COc1cc(/C=C2/SC(=O)NC2=O)ccc1Oc1ccc([N+](=O)[O-])cc1[N+](=O)[O-],-0.7,-0.2,0.8,-4.0,-0.1,0.3,.,1.6,26.5
Cc1cc(S(=O)(=O)Nc2ccc(C(=O)NCCCN3CCOCC3)cc2)ccc1F,4.2,0.2,1.2,-1.6,10.1,-1.3,.,0.1,4.5
CC(=O)Oc1ccc2c(=O)oc(-c3ccc([N+](=O)[O-])cc3)nc2c1,1.5,0.7,1.0,6.2,4.3,1.6,.,21.7,9.5
COc1cc(Cl)ccc1OCc1cc(C(=O)N(C)Cc2cn(C)nc2C)no1,-0.5,-3.4,-1.2,3.8,0.3,2.1,0.6,-3.1,0.0
CN(CC1CCCN(CCc2ccccc2F)C1)C(=O)c1ccoc1 (configuration not stated),4.6,-1.5,0.9,-0.2,2.1,2.6,0.0,0.7,1.6
CCOC(=O)C1CCCN(C(=O)CSc2nnnn2C)C1 (configuration not stated),-1.5,-3.8,-0.1,.,.,1.7,0.7,.,-2.5
O=C(NNc1cc(Cl)ccc1Cl)c1cccs1,-0.2,-3.7,-0.6,.,.,1.3,1.4,.,-1.5
COc1ccc(OC)c(-c2csc(NC(=O)COC(=O)C3CC3)n2)c1,-0.6,-0.6,-0.1,-0.7,0.3,3.8,-2.6,-2.7,3.9
COc1ccc(OC)c(/C=C2\NC(=O)NC2=O)c1,4.3,-3.6,0.6,130.7*,22.8,0.4,.,.,8.1
Cc1ccc(C(=O)N/N=c2\sc3ccccc3n2C)cc1,-4.8,-4.1,0.6,0.2,-0.4,-2.1,.,-3.5,-8.3
C=CCN1C(=O)CSC1=Nc1cccc(O)c1,1.7,-4.2,0.3,-3.0,?,-2.5,-1.1,33.1,-5.3
CCOc1cccc(N2C(=O)CC(N3CCN(c4ccc(S(=O)(=O)CC)cc4)CC3)C2=O)c1 (configuration not stated),2.2,-0.4,0.9,-5.5,1.7,0.3,.,2.9,-2.8
COc1ccccc1C(=O)C1CCCN(C(=O)c2ccc(Cl)cc2)C1 (configuration not stated),1.0,0.7,.,0.2,0.1,.,0.0,2.9,3.5
Cc1sc(NC(=S)NC(=O)C2CCCCC2)c(C(N)=O)c1C,4.8,-1.5,-0.9,-2.0,-0.9,.,.,-14.8,0.4
CC(=O)N1c2ccc(S(=O)(=O)NCC3CCC(C(=O)NCc4ccco4)CC3)cc2CC1C (configuration not stated),4.2,-2.8,1.9,1.9,2.6,0.1,1.0,4.7,-1.7
Cc1ccc(/C=N/NC(=O)C2(C)CC2(Br)Br)cc1 (configuration not stated),-7.2,-1.3,3.2,0.6,-0.5,1.0,1.5,-1.7,-4.2
CC(=O)c1ccc(-c2ccc(C(=O)N3CCCc4ccccc43)o2)cc1,0.7,-2.1,11.5,-5.5,-0.1,3.4,.,1.4,17.8
CC(C)=C1C2CCC1C1C(=O)N(NC(=O)COc3ccc(C(C)(C)C)cc3)C(=O)C21 (configuration not stated),2.2,-1.8,-0.5,-0.7,-0.2,2.1,0.7,?,-0.9
COc1ccc(N(C(=O)c2ccco2)C(C(=O)NC2CCCC2)c2ccco2)cc1OC (configuration not stated),3.8,0.2,-2.7,5.7,-0.7,3.8,-3.6,-9.4,7.6
Clc1cccc(-c2ccc(/C=N/n3cnnc3)o2)c1,-0.3,-8.8,-0.9,-3.4,-0.9,0.1,-0.4,-6.5,50.0*
C[C@H]1CN([C@@H](C)CO)C(=O)c2cc(Br)cnc2O[C@H]1CN(C)Cc1ccc(Oc2ccccc2)cc1,1.8,-6.1,.,-5.3,-0.4,.,0.3,-3.3,-9.3
CCCN(CC1CC1)S(=O)(=O)c1ccc(S(N)(=O)=O)cc1,2.5,-1.6,0.6,-2.2,0.5,2.6,-0.6,-4.5,-8.9
O=C(N=c1ccn(-c2nc3ccccc3nc2NS(=O)(=O)c2ccccc2)cc1)c1cccs1,1.6,-0.5,-0.9,-0.5,1.1,1.7,.,1.6,11.6
O=C1OC(c2ccccc2)=C/C1=C/N1CCOCC1,2.7,0.6,-0.4,-1.6,-0.4,1.3,0.1,-10.7,10.8
COc1ccccc1NS(=O)(=O)c1ccc(O)c(NC(=S)NCC2CCCO2)c1 (configuration not stated),-0.7,-1.8,-1.0,-5.5,-1.7,2.2,0.4,2.9,2.6
COc1ccc(NC(=O)C(CCSC)N2C(=O)c3ccccc3C2=O)cc1 (configuration not stated),1.7,-4.0,0.1,-6.6,-0.6,-0.6,0.2,-0.8,10.3
COC1=CC(=O)C(C2CC(=O)c3c(O)cc(O)cc3O2)=CC1=O (configuration not stated),-3.3,-1.1,2.5,-5.5,0.1,.,.,-9.7,22.4
O=C(/C=C/c1ccco1)N1CCN(c2ccc(F)cc2)CC1,-2.4,0.1,-0.5,-14.2,?,-2.1,.,.,4.2
NS(=O)(=O)c1ccc(CCNC(=O)c2cc(-c3cccs3)nc3ccccc23)cc1,98.9*,-7.5,0.1,1.2,0.4,.,.,3.9,9.9
CC(C)CCn1c(Br)nc2c1c(=O)n(CC(N)=O)c(=O)n2C,0.7,1.0,-0.6,10.7,0.8,-0.1,1.8,6.9,7.7
Cc1nc2n(n1)C(c1ccccc1)C1=C(CC(c3ccco3)CC1=O)N2 (configuration not stated),4.3,-3.3,-1.4,1.5,1.2,2.3,2.1,3.9,4.6
CN1C(=O)CCS(=O)(=O)C1c1ccc(Cl)c(Cl)c1 (configuration not stated),-1.6,-5.2,.,1.7,-0.3,.,-0.7,-3.7,6.2
COc1ccc(Cl)cc1NC(=O)NN1CCN(C)CC1,-0.6,0.4,0.7,0.2,-1.1,1.2,1.4,-1.8,10.8
CC(C)(/C=N/O)/[N+]([O-])=C/c1ccccc1,-1.5,-0.2,-0.6,.,.,-1.3,1.1,.,7.7
Cc1cc(NC(=O)CSc2nc3cc(C)c(C)cc3cc2C)no1,4.2,2.1,-1.3,1.1,-1.0,-0.2,-4.6,8.7,3.0
O=C(O)CNc1ccccc1C(=O)O,57.7*,-0.8,2.0,1.0,0.3,0.0,0.7,-3.6,7.4
CN(C)c1ccc(S(=O)(=O)N2CCCCC2)cc1NC(=O)C1=NN(c2ccccc2)C(=O)CC1,-1.9,-0.6,0.8,-3.4,-0.6,-0.6,-0.4,3.4,0.4

# Two compounds picked at random from those above:
SMILES,FBA Mtb inh,FadD28 binding,PfHsp40 rescue,Anthrax LF inh2,BoNT-A LC inh2,Mtb UGM inh,Mtb BioA inh,BoNT-F LC inh,GDH-TPI inh
O=C(/C=C/c1ccco1)N1CCN(c2ccc(F)cc2)CC1,-2.4,0.1,-0.5,-14.2,?,-2.1,.,.,4.2
Cc1cc(NC(=O)CSc2nc3cc(C)c(C)cc3cc2C)no1,4.2,2.1,-1.3,1.1,-1.0,-0.2,-4.6,8.7,3.0

# Later entries:
SMILES,FBA Mtb inh,FadD28 binding,PfHsp40 rescue,Anthrax LF inh2,BoNT-A LC inh2,Mtb UGM inh,Mtb BioA inh,BoNT-F LC inh,GDH-TPI inh
CCOC(=O)CSc1nc(Nc2ccc3c(c2)OCO3)c2ccccc2n1,2.3,-1.3,-0.5,-1.1,-0.9,-2.2,11.7,-1.2,10.2
COc1ccccc1C(C)Nc1nc(-c2cccnc2)nc2ccccc12 (configuration not stated),0.8,-27.0,19.9,-4.0,-0.4,1.0,0.4,2.2,23.6
CN(C)c1cccc(C(=O)N2CCCC(CCC(=O)NCc3ccccc3F)C2)c1 (configuration not stated),-1.7,-0.3,-0.2,-1.4,1.4,-2.0,0.7,9.0,4.3
CC(=O)Nc1ccc(NC(=O)C2CCCN2C(=O)Nc2cccc(F)c2)cc1 (configuration not stated),0.0,-2.3,-1.3,6.0,-2.8,0.0,-1.0,5.9,4.7
CSc1nnc(-c2cccn(Cc3cccc(Cl)c3)c2=O)o1,87.1*,-1.9,1.4,-0.6,-0.5,-1.1,.,-7.5,0.9
Cc1cn(C2OC(COC(=O)c3ccccc3)C(O)C2Cl)c(=O)[nH]c1=O (configuration not stated),-1.5,-0.9,0.3,-0.9,-1.1,-0.5,-1.4,-5.8,0.7
Nc1nc2nccc(-c3ccco3)n2n1,+,-4.1,-0.1,-4.7,-0.4,1.9,.,2.4,21.1
N/C(=N\OC(=O)CC1CCCCC1)c1ccc([N+](=O)[O-])cc1,-3.1,-2.0,-1.6,-2.7,-1.2,1.9,1.5,-6.4,11.8
COc1ccc(N2CCN(C(=O)CSc3nc4c(c(=O)n(C)c(=O)n4C)n3C(C)C)CC2)cc1,-2.0,-1.7,0.9,1.9,0.8,1.8,0.5,-1.1,-4.1
CC(=O)Nc1ccc(C(=O)NCC2(N3CCCCC3)CCCCC2)cc1,5.5,-1.5,-1.3,3.7,-2.9,-0.1,-1.7,-4.5,2.1
O=C(Nc1ccc(S(=O)(=O)N2CCCC2)cc1)C1CCCN1C(=O)c1cccs1 (configuration not stated),-1.2,-4.9,-0.9,-7.3,-0.7,-2.4,.,-11.2,-10.8
O=C(OCc1cnc(Cl)s1)c1ccccc1Cl,-0.1,-0.9,-0.7,-0.9,-0.6,.,-2.5,-19.0,0.4
CC(/C=N/Nc1nc2ccccc2[nH]1)=C\c1ccccc1,5.0,1.2,1.6,-1.5,0.1,4.5,.,-8.8,25.9
O=C(NCC(=O)N1CCC2(CC1)NCCc1[nH]cnc12)c1ccc(F)cc1,2.7,0.4,-1.6,-1.8,-0.5,3.1,0.1,-3.5,-4.3

# A run of entries from the list above:
SMILES,FBA Mtb inh,FadD28 binding,PfHsp40 rescue,Anthrax LF inh2,BoNT-A LC inh2,Mtb UGM inh,Mtb BioA inh,BoNT-F LC inh,GDH-TPI inh
CN(C)c1ccc(S(=O)(=O)N2CCCCC2)cc1NC(=O)C1=NN(c2ccccc2)C(=O)CC1,-1.9,-0.6,0.8,-3.4,-0.6,-0.6,-0.4,3.4,0.4
CCOC(=O)CSc1nc(Nc2ccc3c(c2)OCO3)c2ccccc2n1,2.3,-1.3,-0.5,-1.1,-0.9,-2.2,11.7,-1.2,10.2
COc1ccccc1C(C)Nc1nc(-c2cccnc2)nc2ccccc12 (configuration not stated),0.8,-27.0,19.9,-4.0,-0.4,1.0,0.4,2.2,23.6
CN(C)c1cccc(C(=O)N2CCCC(CCC(=O)NCc3ccccc3F)C2)c1 (configuration not stated),-1.7,-0.3,-0.2,-1.4,1.4,-2.0,0.7,9.0,4.3
CC(=O)Nc1ccc(NC(=O)C2CCCN2C(=O)Nc2cccc(F)c2)cc1 (configuration not stated),0.0,-2.3,-1.3,6.0,-2.8,0.0,-1.0,5.9,4.7
CSc1nnc(-c2cccn(Cc3cccc(Cl)c3)c2=O)o1,87.1*,-1.9,1.4,-0.6,-0.5,-1.1,.,-7.5,0.9
Cc1cn(C2OC(COC(=O)c3ccccc3)C(O)C2Cl)c(=O)[nH]c1=O (configuration not stated),-1.5,-0.9,0.3,-0.9,-1.1,-0.5,-1.4,-5.8,0.7
Nc1nc2nccc(-c3ccco3)n2n1,+,-4.1,-0.1,-4.7,-0.4,1.9,.,2.4,21.1
N/C(=N\OC(=O)CC1CCCCC1)c1ccc([N+](=O)[O-])cc1,-3.1,-2.0,-1.6,-2.7,-1.2,1.9,1.5,-6.4,11.8
COc1ccc(N2CCN(C(=O)CSc3nc4c(c(=O)n(C)c(=O)n4C)n3C(C)C)CC2)cc1,-2.0,-1.7,0.9,1.9,0.8,1.8,0.5,-1.1,-4.1
CC(=O)Nc1ccc(C(=O)NCC2(N3CCCCC3)CCCCC2)cc1,5.5,-1.5,-1.3,3.7,-2.9,-0.1,-1.7,-4.5,2.1
O=C(Nc1ccc(S(=O)(=O)N2CCCC2)cc1)C1CCCN1C(=O)c1cccs1 (configuration not stated),-1.2,-4.9,-0.9,-7.3,-0.7,-2.4,.,-11.2,-10.8
